KDM5B inh – KDM5B demethylase inhibition | KDM5B demethylase, FDH-coupled NADH fluorescence (FDH is formaldehyde dehydrogenase) | Potency, µM (titrated, usually from 57.7 µM), without a hit: top-dose activity change, negative = inhibition, most hits filed as inhibitors | 220,000 tested, 2.6% active; active = well fitted inhibition curve with a large enough effect; inconclusive = small, poorly fitted or top-dose-only effect; inactive = no such curve, though single readings can be large or run the other way; also: 0% is about no effect; nearly all actives have a fitted effect of over 70% in size
Target sequence (Q9UGL1 whole entry, looked up): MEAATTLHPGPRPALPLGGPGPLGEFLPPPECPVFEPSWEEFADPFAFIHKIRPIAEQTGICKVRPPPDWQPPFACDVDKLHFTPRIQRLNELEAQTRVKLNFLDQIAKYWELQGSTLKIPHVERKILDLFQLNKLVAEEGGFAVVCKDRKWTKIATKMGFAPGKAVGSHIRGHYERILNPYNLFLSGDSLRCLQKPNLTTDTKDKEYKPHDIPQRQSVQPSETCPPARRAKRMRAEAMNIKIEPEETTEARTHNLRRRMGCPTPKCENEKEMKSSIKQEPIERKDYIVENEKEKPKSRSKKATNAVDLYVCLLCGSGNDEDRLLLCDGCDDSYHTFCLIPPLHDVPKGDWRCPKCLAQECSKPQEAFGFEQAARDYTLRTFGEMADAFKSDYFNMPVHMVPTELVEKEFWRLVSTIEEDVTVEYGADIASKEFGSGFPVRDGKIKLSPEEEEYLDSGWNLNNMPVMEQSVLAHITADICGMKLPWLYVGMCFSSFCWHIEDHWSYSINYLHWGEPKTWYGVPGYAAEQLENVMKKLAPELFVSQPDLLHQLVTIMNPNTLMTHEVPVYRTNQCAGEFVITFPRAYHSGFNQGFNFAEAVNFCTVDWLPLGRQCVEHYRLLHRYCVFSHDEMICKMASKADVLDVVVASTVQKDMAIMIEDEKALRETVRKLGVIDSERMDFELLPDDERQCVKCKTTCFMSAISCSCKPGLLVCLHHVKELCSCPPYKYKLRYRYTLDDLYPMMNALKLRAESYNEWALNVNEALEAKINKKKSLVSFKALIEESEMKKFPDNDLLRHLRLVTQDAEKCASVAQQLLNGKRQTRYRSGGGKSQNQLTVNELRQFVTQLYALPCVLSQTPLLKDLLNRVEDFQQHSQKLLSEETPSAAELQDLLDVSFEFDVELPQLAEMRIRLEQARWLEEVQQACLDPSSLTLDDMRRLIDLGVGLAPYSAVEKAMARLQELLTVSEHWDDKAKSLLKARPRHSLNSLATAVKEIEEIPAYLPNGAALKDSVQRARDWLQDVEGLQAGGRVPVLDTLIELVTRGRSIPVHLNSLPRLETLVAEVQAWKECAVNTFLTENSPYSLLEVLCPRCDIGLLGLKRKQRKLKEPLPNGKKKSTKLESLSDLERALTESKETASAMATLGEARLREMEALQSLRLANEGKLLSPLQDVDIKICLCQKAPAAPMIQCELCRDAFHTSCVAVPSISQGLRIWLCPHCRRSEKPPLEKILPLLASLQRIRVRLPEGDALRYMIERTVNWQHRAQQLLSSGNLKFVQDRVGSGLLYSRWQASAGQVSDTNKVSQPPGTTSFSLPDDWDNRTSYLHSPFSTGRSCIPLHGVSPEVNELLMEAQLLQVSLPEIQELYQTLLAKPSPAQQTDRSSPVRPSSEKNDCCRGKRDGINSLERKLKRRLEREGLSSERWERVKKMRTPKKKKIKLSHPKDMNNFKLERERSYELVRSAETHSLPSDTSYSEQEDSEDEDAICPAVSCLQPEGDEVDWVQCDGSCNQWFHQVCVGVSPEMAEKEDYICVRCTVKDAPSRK
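Coupled FDH/NAD⁺ fluorescence readout. KDM5BΔAP 200 nM final; compound titration, 10 min RT preincubation; substrate mix 12.5 µM H3K4me3, 25 µM 2-OG, 50 µM Fe(II), 100 µM ascorbate, 0.25 mM NAD⁺, 0.25 U/mL FDH; ΔRFU over 30 min.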
Starred values were filed as active, the others as inactive; i = inactive; ? = inconclusive; & = joins results of further samples; [ ] = another dose, or the depositor's remark. Potency is read from the fitted curve at half-maximal effect. Some of the compounds tested; rates above refer to the full screens.

SMILES	KDM5B inh
O=C(NCC(F)(F)F)c1cc(C2CC2)nc2onc(C3CCCN3)c12 (stereo unspecified)	?
O=C(NCc1ccccc1Cl)c1c2c(nc3ccccc13)C(=O)N(C1CCCCC1)C2	?
CCN(CCCNC(=O)c1cc2c(=O)[nH]c3ccccc3c2s1)c1ccccc1	-22.5%
O=C(CC1=C2CCCCC2NC1=O)Nc1ccccc1F (stereo unspecified)	23.7%
CSCC(=O)NCCC[C@H](NC(=O)[C@@H]1[C@@H](NC(=O)NC2CCCCC2)CCN1C(=O)CSC)C(N)=O	22.0%
CC1CCN(c2ccc(CNC(=O)C(C)C3CCOCC3)cc2)CC1 (stereo unspecified)	-17.2%
CCOC(=O)C1=C(C(F)(F)F)Nc2ncnn2C1c1ccc(F)cc1 (stereo unspecified)	12.6%
COC(=O)c1ccccc1OC(=O)COc1c(C)cc(Br)cc1C	12.9%
Cc1oc2cc3oc(=O)c(CC(=O)NCc4ccccc4)c(C)c3cc2c1C	-14.6%
COC[C@H]1C[C@@H](NS(=O)(=O)CC(C)C)[C@H](O)[C@@H]1O	?
N#C/C(=C\c1ccc(-c2cccc(C(F)(F)F)c2)o1)c1nc2ccccc2[nH]1	-11.4%
Cc1ccc2cc(C(=O)N(C)C3CCS(=O)(=O)C3)c(C)nc2c1 (stereo unspecified)	13.6%
Cc1ccc2[nH]c(=O)c(COC(=O)C3CCCCC3)cc2c1	?
NC(=O)c1ccc(-c2nnn(CC(=O)N3CCCC3c3ccc4c(c3)OCCO4)n2)cc1 (stereo unspecified)	-11.2%
CCOC(=O)N1CCN(C(=O)c2cc3cc(Cl)ccc3[nH]2)CC1	14.7%
COc1ccc(CCNC(=O)c2cnn(-c3cccc(C)c3)c2C2CCNCC2)cc1OC	-20.3%
CC(C)c1ccc(Nc2c(-c3ccccc3O)nc3cnccn23)cc1	?
CC(=O)N1CCC2(CC1)CN(C(C)=O)Cc1ccccc1O2	2.1%[149 µM]
CCCc1nc2c(-c3ccccc3)c(C)[nH]n2c(=O)c1Cl	17.2%
Nn1c(SCC(=O)Nc2ccc3c(c2)OCCO3)nncc1=O	-7.0%
O=C(c1nccc2ccccc12)N1CCC(n2cc(-c3nc(C4CC4)no3)nn2)C1 (stereo unspecified)	17.7%
CCc1nc2ccc(C(=O)NCc3cccc(Br)c3)cc2nc1CC	?
O=C(NCCCN1CCc2ccccc2C1)C1Cn2cccc2C(=O)N1Cc1ccccc1 (stereo unspecified)	-19.8%
COc1cccc(-c2nc(CS(=O)(=O)CC(=O)NCc3ccc(C)cc3)c(C)o2)c1	15.4%
CCC(Sc1nc2nccnc2c(=O)n1Cc1ccc(OC)cc1)C(=O)NC1CCCCC1 (stereo unspecified)	?
O=C(c1cccc(Br)c1)N1CCN(c2cc(-c3ccc(Cl)cc3)[nH]n2)CC1	-4.5%
CCOC(=O)c1c(NC(=S)N2CCN(C)CC2)sc(C)c1-c1ccccc1	-15.1%
Cc1cc(C)cc(CSCC(=O)N[C@H]2CCOC[C@H]2C2CCOCC2)c1	2.8%
CCc1cccc(NC(=O)c2ccc3c(c2)NC(=O)CS3)c1	9.1%
COc1cccc(-n2c(=O)n(Cc3ccccc3)c(=O)c3[nH]cnc32)c1	22.3%

A run of entries from further up, for reference:
SMILES	KDM5B inh
CCOC(=O)c1c(NC(=S)N2CCN(C)CC2)sc(C)c1-c1ccccc1	-15.1%
Cc1cc(C)cc(CSCC(=O)N[C@H]2CCOC[C@H]2C2CCOCC2)c1	2.8%
CCc1cccc(NC(=O)c2ccc3c(c2)NC(=O)CS3)c1	9.1%
COc1cccc(-n2c(=O)n(Cc3ccccc3)c(=O)c3[nH]cnc32)c1	22.3%

Next part:
SMILES	KDM5B inh
O=C1Nc2ccc(-c3ccc4c(c3)OCO4)cc2C(=O)N2CCN(C(=O)c3cccs3)C[C@@H]12	28.2µM*
O=[S+]([O-])(Nc1ccccc1)c1ccc2c(c1)OCCN(Cc1nccs1)C2	?
CC(C)(C)n1nnnc1C1CC2(CCOCC2)C(=O)N1Cc1ccc(C(F)(F)F)cc1 (stereo unspecified)	-26.3%
CCc1nc2ccccc2c(NC(=O)CN(CC)CC)c1C	?
COCCCNC(=O)c1ccc(-c2nc(CS(=O)(=O)c3ccccc3)c(C)o2)cc1	?
Cc1cccc(-c2cn[nH]c2C2CCN(C(=O)c3cc(=O)[nH]c(=O)[nH]3)CC2)c1	12.8%
CC(C)(C)CC(=O)NC(c1ccccc1)c1ccccc1	1.4%
Cc1ccc(NC(=O)Cn2c(=O)n(-c3ccc(CC(=O)NCC4CCCO4)cc3)c(=O)c3ccccc32)cc1 (stereo unspecified)	?
COc1ccc(NC(=O)CCS(=O)(=O)c2nc(-c3cccs3)cc(C(F)(F)F)n2)cc1	6.8%
c1ccc(C(c2cccs2)c2c[nH]c3ccccc23)cc1 (stereo unspecified)	-15.0%
CCN(CC)Cc1cnc2c(C(=O)N(C)Cc3ccccc3C)cnn2c1	5.2%
CC(Nc1ccc([N+](=O)[O-])cn1)c1ccc(C(F)(F)F)cc1 (stereo unspecified)	2.3%
Cn1ccnc1-c1ccc(N2CCCC(CO)(CCOc3ccccc3)C2)nn1 (stereo unspecified)	31.6µM*
COC(=O)c1ccccc1NC(=O)CSc1n[nH]c(-c2ccco2)n1	-16.9%
CCc1cccc(NC(=O)N2CCCC2c2nncn2C2CCCC2)c1 (stereo unspecified)	9.2%
CCOC(=O)Cc1csc(NC(=O)Cc2ccc(Cl)cc2)n1	-1.9%
COc1ccc(OC)c(S(=O)(=O)NCCc2sc(-c3ccc(C)cc3)nc2C)c1	?
O=C(CSc1nnc(-c2ccc(Cl)cc2)o1)c1ccc([N+](=O)[O-])cc1	2.3%
O=C([C@@H]1C[C@H](F)CN1S(=O)(=O)c1ccccc1)N1CCOCC1	-16.5%
COc1ccc(S(=O)(=O)NCCc2sc(C)nc2C)cc1F	-8.8%
COc1ccc(S(=O)(=O)Nc2ccc(CCc3nc4ccc(C)cc4[nH]3)cc2)cc1	7.9%
CC(=O)c1c(C)[nH]c(C(=O)OCC(=O)Nc2ccc(Cl)c(S(=O)(=O)N(C)C)c2)c1C	16.5%
O=C1NCCCCCCN(C(=O)c2ccco2)[C@H]2CCC[C@@H]12	-3.5%
COc1ccccc1NC(=O)c1sc2nc(-c3cc4ccccc4oc3=O)[nH]c(=O)c2c1C	-2.6%
C/C(=N\Nc1ccc(F)cc1)c1sc2ccc(Cl)cc2c1C	-17.5%
O=C(Cc1cccs1)N(Cc1ccc2[nH]ccc2c1)C1CC1	-0.3%
Clc1cccc(-c2cnc([C@@H]3COCCN3Cc3c[nH]c4ccccc34)[nH]2)c1	-3.3%[86.2 µM]
COc1ccc(C2Cn3nnc(-c4noc(-c5ccc(OC)c(F)c5)n4)c3CO2)cc1 (stereo unspecified)	-12.5%
CC(=O)c1c(Cl)nc2ccccc2c1-c1ccccc1	6.1%
Cc1ccc(N2CCN(c3nc4ccccc4n4nnnc34)CC2)c(C)c1	-16.2%
CC(C)c1ccc(-c2nc(-c3cccnn3)no2)c(=O)[nH]1	22.4µM*
Cc1ccc(C)c(C(=O)COC(=O)c2cc(=O)c3ccccc3o2)c1	-13.2%
CN(C)C(=O)CN1C(=O)c2ccccc2C1c1cn(C)c2ccccc12 (stereo unspecified)	4.5%
COc1ccccc1Cn1cc(C(=O)c2ccccc2)c(=O)c2cc(OC)c(OC)cc21	4.8%
CCCCNC(=O)C1CCN(C(=O)N2CC(C)Oc3ccc(Cl)cc32)CC1 (stereo unspecified)	-0.7%
COc1ccc(CNC(=O)CSc2ncc3c(n2)-c2cc(Cl)ccc2N(Cc2ccccc2)S3(=O)=O)cc1	2.4%
COc1ccc(-c2coc3cc(OCC(=O)NCc4cccc(Cl)c4)ccc3c2=O)cc1OC	14.6%
OCCC1CN(Cc2cn[nH]c2-c2ccc(F)cc2)CCN1Cc1cccs1 (stereo unspecified)	-5.1%
CN1CC2(CCN(Cc3cccn3C)CC2)CC1C(=O)N1CCOCC1 (stereo unspecified)	15.8µM*
O=C(COc1ccc(Cl)cc1Cl)N1CCNC1=O	2.8%&-7.6%
Clc1cc2c(cc1Cn1nnc(-c3ccncc3)n1)OCO2	-10.8%
COc1ccccc1-c1n[nH]c2c1CC(=O)N(c1ccccc1)C2	-10.2%[86.2 µM]
COc1cccc(S(=O)(=O)N2CCC(c3noc(-c4ccccn4)n3)C2)c1 (stereo unspecified)	7.8%
OCc1cccc[n+]1Cc1ccccc1	3.4%
CCC(C)NC(=O)CCc1c(C)nc2c(c(OC)nn2C)c1C (stereo unspecified)	?
COCC(=O)N1CCCN(CCc2ccccc2)c2ccccc21	-20.1%
O=c1ncn(CC2CC2)c2ccc(N3CCC(c4ccccc4)CC3)nc12	?
Oc1cccc(-c2nc3ncccn3c2Nc2cccc(C(F)(F)F)c2)c1	?
COc1ccccc1-c1cc2c(ccn2C)c(C(=O)NCCN2CCNC2=O)n1	i
O=C(c1ccc(Cl)cc1)N1CCC([C@@H]2CNC[C@H]2CO)CC1	-2.7%
Cc1ccc(-n2c(=O)c3sccc3n(CC(=O)NC3CCCC3)c2=O)cc1	7.8%
COc1ccc(-c2noc([C@@H]3CCCN3C(=O)Cc3ccccc3Cl)n2)cc1OC	28.2µM*
COc1ccccc1CCC(=O)N1CCC2(CC1)N=C(c1ccc(C)cc1)NO2	-15.0%
COc1ccc(C23CC4CC(C2)CC(c2ccc(OC)c(C(=O)NC(c5ccccc5)c5ccccc5)c2)(C4)C3)cc1C(=O)NC(c1ccccc1)c1ccccc1	16.2%
CC(C)C(=O)N1CCC(Oc2cccc(F)c2)C1 (stereo unspecified)	-7.9%
CCn1c(NC(=O)COc2ccc(C)cc2)nc2ccccc21	11.8%
N#Cc1nc(C2CC2)oc1N1CCN(C(=O)c2ccc(F)cc2F)CC1	16.4%
Cc1cc(C)c(NC(=O)CCl)c(C)c1	9.4%
O=C(NC1CCN(Cc2nnnn2-c2ccccc2)CC1)C1CC1	15.1%
CCOC(=O)C1(Cc2ccccc2F)CCCN(C(=O)c2cccc(C(=O)OC)c2)C1 (stereo unspecified)	40.2%[activator]

Printed as active in KDM5B inh, among the entries above:
SMILES	KDM5B inh
O=C1Nc2ccc(-c3ccc4c(c3)OCO4)cc2C(=O)N2CCN(C(=O)c3cccs3)C[C@@H]12	28.2µM*
Cn1ccnc1-c1ccc(N2CCCC(CO)(CCOc3ccccc3)C2)nn1 (stereo unspecified)	31.6µM*
CC(C)c1ccc(-c2nc(-c3cccnn3)no2)c(=O)[nH]1	22.4µM*
CN1CC2(CCN(Cc3cccn3C)CC2)CC1C(=O)N1CCOCC1 (stereo unspecified)	15.8µM*
COc1ccc(-c2noc([C@@H]3CCCN3C(=O)Cc3ccccc3Cl)n2)cc1OC	28.2µM*

Additional structures follow.
SMILES	KDM5B inh
O=C(COc1ccccc1)N[C@H]1CO[C@H]2[C@@H]1OC[C@@H]2n1nnnc1Oc1ccc2c(c1)OCO2	-13.7%
Cc1ccc(-n2nnc(S(=O)(=O)c3ccc(Cl)cc3)c2C)cc1F	11.0%
CCN(C(=O)Cn1c(C)cc2nc3n(c(=O)c21)CCCCC3)c1cccc(C)c1	-16.3%
O=C(NCC1CCCO1)N1CCCn2cc(-c3ccccc3)nc21 (stereo unspecified)	?
Cc1cccc(Cn2nnc(C(=O)Nc3cc(C)ccc3C)c2N)c1	?
Cc1ccc(OCC(=O)N(C)CC(=O)Nc2c(C)cccc2C)c(Br)c1	6.2%
COc1ccc(OC)c(NC(=O)Cc2cnc(-n3cccc3)s2)c1	-2.2%
Cn1ccnc1C(=O)N1CCCCCCNC(=O)[C@@H]2CCCC[C@@H]21	12.2%
CC(=O)c1ccc(NS(=O)(=O)c2ccc(Br)s2)cc1	-19.3%
CCc1ccc(S(=O)(=O)N[C@@H]2COCC[C@H]2Oc2ccccn2)s1	1.8%
COc1cccc(C2=NOC(C(=O)NC(C)(C)C)C2)c1 (stereo unspecified)	38.9%[activator]
O=C(NCC1CCCO1)c1ccccc1NS(=O)(=O)c1cccc([N+](=O)[O-])c1 (stereo unspecified)	22.3%
Cc1ccc(N2Cc3c(ncnc3N3CCN(c4ncccn4)CC3)N(C)CC2=O)cc1	-15.0%
CCN(CC)S(=O)(=O)c1ccc2c(c1)CC(C(=O)NCCc1ccc(Cl)cc1)N2C(C)=O (stereo unspecified)	14.6%
Cc1csc(/C(C#N)=C\c2ccccc2OC(F)(F)F)n1	-20.0%
O=C(NCc1cccs1)C1CCN(c2nc3ncccc3o2)CC1	31.6µM*
Cc1ccc(CN2C[C@H]3CN(C(=O)C4CCOCC4)CCN3C2=O)cc1	-13.6%[86.2 µM]
CCOC(=O)c1cccc(NC(=O)CN2C(=O)CC(C)(C)Sc3ccccc32)c1	-9.2%
Cc1ccc(CSc2nnc3[nH]c(=O)cc(C)n23)cc1	-5.5%
COc1ccc(CCCc2nnc(SCC(=O)Nc3cccc(C)c3)o2)cc1	?
COc1ccc(NC(=O)c2nc3ccccc3nc2N2CCCCC2)cc1	-16.8%
Cc1cc(C(=O)N2C[C@@H](COCC(N)=O)[C@H](c3ccncc3)C2)c(C)o1	0.0%
O=C(Nc1ccccc1)C1=NO[C@@H]2CN(c3ccnc(N4CCOCC4)c3)C[C@H]12	?
Cn1c(=O)[nH]c(=O)c2c1nc(SCCc1ccccc1)n2CC(O)COc1ccccc1 (stereo unspecified)	-6.0%
COC(=O)c1c(C)[nH]c(C(=O)/C=C/c2ccccc2Cl)c1C	17.9%
Cn1c(=O)n(CC(=O)O)c(=O)c2c3c(sc21)COC(C)(C)C3	19.4%
Cc1oc2cc(OCC(=O)N(C)CCO)ccc2c(=O)c1Oc1ccccc1	0.2%
CCOC(=O)N1CCc2c(sc3c2c(=O)n(-c2ccc(CC)cc2)c(=O)n3Cc2cccc(OC)c2)C1	3.6%

High-throughput results from PubChem BioAssay.
